SKN-1 inh = suppressors of acrylamide-induced Pgst-4::GFP reporter in worms, primary screen, SKN-1 inhibitor project, whole organism, uHTS, GFP/RFP fluorescence ratio, strain VP596; C. elegans VP596 Pgst-4::GFP/RFP ratio, 24 h; inhibition, % at 21.8 µM; 360,000 tested, 0.49% active; AID 624304, 2012;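 active = interference check ratio from 0.5 to 1.5 plus GFP to RFP signal ratio inhibition reaching or exceeding a fixed threshold, cut at about 30% in these data, passing the limit was not always enough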; note: some compounds called inactive have numbers as strong as hits
NRP1-CendR mod = modulators of CendR peptide binding to NRP-1, primary screen, biochemical, fluorescence polarization, uHTS; Neuropilin-1 (Homo sapiens), O14786; FAM-RPARPAR peptide binding to NRP-1; inhibition, % at 25 µM; 360,000 tested, 0.85% active; AID 602438, 2012;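 active = inhibition or corrected inhibition above about 18%, plus a signal ratio from 0.5 to 1.5, limit read from the data, passing the limit was not always enough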; note: strong numbers were not always called active
DNMT1 block = human DNMT1 methyltransferase inhibitors, primary screen, biochemical, molecular beacon, fluorescence, HinP1I cleavage, uHTS; 360,000 tested, 0.83% active; AID 588458, 2011; DNA (cytosine-5)-methyltransferase 1 (Homo sapiens), P26358; inhibition (reported as % activation of signal), % at 10 µM; in the data active = inhibition above about 50%
SUMO1 PPI mod = modulators of SUMO1 protein-protein interactions, primary screen, biochemical, uHTS. Small ubiquitin-related modifier 1 (Homo sapiens), P63165. SUMO1 binding to a labelled peptide, TR-FRET, 1 h. inhibition, % at 20 µM. 360,000 tested, 0.33% active; in the data active = inhibition above about 37%
Target sequence (P63165 whole entry, looked up): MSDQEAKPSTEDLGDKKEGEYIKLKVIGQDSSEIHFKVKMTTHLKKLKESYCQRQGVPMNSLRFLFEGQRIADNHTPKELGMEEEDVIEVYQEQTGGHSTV
LMPTP block = LMPTP phosphatase inhibitors, primary screen, biochemical, fluorescence intensity, uHTS; Low molecular weight phosphotyrosine protein phosphatase (Homo sapiens), P24666; recombinant LMPTP-A, OMFP fluorogenic substrate; inhibition, % at 20 µM; 360,000 tested, 0.22% active;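 active = compounds that cut the enzyme signal by at least half of the control window in the single-dose screen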;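 note: plate controls were DMSO wells with enzyme plus substrate for no effect and substrate without enzyme for full effect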
Target sequence (P24666 whole entry, looked up): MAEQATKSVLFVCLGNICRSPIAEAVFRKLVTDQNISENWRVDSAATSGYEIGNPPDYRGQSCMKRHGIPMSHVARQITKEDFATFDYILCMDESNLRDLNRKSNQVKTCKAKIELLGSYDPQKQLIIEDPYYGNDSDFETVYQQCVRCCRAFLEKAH
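material = LMPTP-A | quantity = 0.625 nM enzyme | reagent = OMFP substrate, 400 µM final | buffer or medium = Bis-Tris pH 6.0, DTT, detergent | detection = endpoint fluorescence intensity from OMFP dephosphorylation | dosing = single 20 µM dose | read-out basis = % inhibition relative to no-enzyme and uninhibited control wells | control set = no-enzyme and uninhibited controls | timing = 50 min at room temperature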
Scp-1 inhibitor = Scp-1 phosphatase inhibitors, primary screen, biochemical, colorimetric, uHTS; Recombinant Scp1, phosphopeptide, malachite green phosphate absorbance; inhibition, % at 20 µM; 340,000 tested, 0.88% active; AID 493091, 2011;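 active = inhibition above about 50% at 20 µM, limit read from the data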;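 note: plate controls were DMSO wells with enzyme for no effect and wells lacking enzyme for full effect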
Target sequence (Q9GZU7 76-261 limits assumed): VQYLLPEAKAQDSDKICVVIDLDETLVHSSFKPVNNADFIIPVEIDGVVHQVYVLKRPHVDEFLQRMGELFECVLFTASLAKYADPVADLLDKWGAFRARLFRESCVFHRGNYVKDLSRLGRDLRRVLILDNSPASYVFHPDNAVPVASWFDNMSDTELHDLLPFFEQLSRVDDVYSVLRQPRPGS
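Material: truncated SCP-1 phosphatase (76-261aa) / Buffer or medium: 50 mM Tris acetate pH 5.5, 0.005% Tween-20, 10 mM MgCl2 / Compound dosing: one concentration, 20 µM, with 1.0% DMSO / Incubation: 45 min room-temperature reaction, 5 min colour, 30 min stabiliser / Detection: colorimetric free-phosphate detection, absorbance 630 nm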
Rpn11 inh = Rpn11 (PSMD14) deubiquitinase inhibitors, primary screen, biochemical, fluorescence polarization, uHTS; 26S proteasome non-ATPase regulatory subunit 14 (Homo sapiens), O00487; 360,000 tested, 0.59% active; human 26S proteasome, Ub4-pepOG fluorescence polarization; 20S core pre-blocked with epoxomicin; calls only at 20 µM;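 active = inhibition at 20 µM, scaled to each plate's controls, above about 33%, limit read from the data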
MT1-MMP act inh = blockers of MT1-MMP proenzyme processing, primary screen, HT1080 RFP-PRO-GFP cells, GFP/RFP fluorescence; AID 651647, 2012; GFP/RFP ratio change, % at 20 µM; GFP/RFP ratio fluorescence, overnight; percent of plate control window, DMSO zero; 360,000 tested, 0.061% active;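 active = GFP/RFP ratio change of at least 30% with cell ATP level not reduced by more than half and red fluorescence within 50% of control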; note: strong numbers were not always called active
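Assay system – RFP-PRO-GFP reporter HT1080 cells · Compound dosing – single dose of 20 µM compound, 1% DMSO final · Incubation – overnight compound exposure at 37 °C · Measure – GFP/RFP fluorescence ratio · Benchmarks – DMSO wells and RFP-L50D-GFP cells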
NadD inh = inhibitors of S. aureus NadD, primary screen, biochemical, colorimetric, uHTS; inhibition, % at 20 µM; purified NadD enzyme, colorimetric absorbance read-out; 360,000 tested, 0.78% active; AID 602399, 2012; Nicotinate-nucleotide adenylyltransferase NadD (Staphylococcus aureus N315); in the data active = inhibition above about 26%; note: some compounds past the cut are filed as inactive
STEP inh = STEP phosphatase inhibitors, primary screen, biochemical, fluorescence intensity, uHTS. Tyrosine-protein phosphatase non-receptor type 5 (Homo sapiens), P54829. 360,000 tested, 0.25% active. recombinant STEP, OMFP fluorogenic substrate. inhibition, % at 20 µM;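 active = inhibition at 20 µM, scaled per plate between control wells, above about 37%, limit read from the data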;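 note: 0% = DMSO with enzyme and substrate and 100% = substrate only without enzyme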
Target sequence (P54829 whole entry, looked up): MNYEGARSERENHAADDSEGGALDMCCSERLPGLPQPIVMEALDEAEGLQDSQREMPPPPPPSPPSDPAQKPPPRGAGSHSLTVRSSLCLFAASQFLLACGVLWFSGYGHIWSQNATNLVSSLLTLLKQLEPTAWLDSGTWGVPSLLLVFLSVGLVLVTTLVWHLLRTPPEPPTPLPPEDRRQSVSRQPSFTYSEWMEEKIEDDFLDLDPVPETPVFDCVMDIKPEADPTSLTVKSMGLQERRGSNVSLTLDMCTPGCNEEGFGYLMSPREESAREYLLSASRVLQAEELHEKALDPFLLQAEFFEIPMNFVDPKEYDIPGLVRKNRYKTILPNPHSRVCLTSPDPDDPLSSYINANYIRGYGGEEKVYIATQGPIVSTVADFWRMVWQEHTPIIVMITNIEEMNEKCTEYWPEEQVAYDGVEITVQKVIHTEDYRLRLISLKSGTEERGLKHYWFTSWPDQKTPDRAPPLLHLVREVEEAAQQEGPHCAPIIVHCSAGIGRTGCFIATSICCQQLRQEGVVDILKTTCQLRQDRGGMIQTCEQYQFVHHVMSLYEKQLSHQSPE
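System: isolated STEP enzyme; schedule: 20 min enzyme reaction at room temperature, protected from light; medium: Bis-Tris buffer pH 6.0, 2.5 mM DTT, 0.005% Tween 20; signal: fluorescence, 480/540 nm; dosing: single compound dose of 20 µM, 1% DMSO final; also added: OMFP substrate, 25 µM final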
An asterisk follows results filed as active; i = inactive; / = not tested or not shown.

SMILES	SKN-1 inh	NRP1-CendR mod	DNMT1 block	SUMO1 PPI mod	LMPTP block	Scp-1 inhibitor	Rpn11 inh	MT1-MMP act inh	NadD inh	STEP inh
CCOc1ccc(C(=O)CCC(=O)Nc2ccc(C)c(S(=O)(=O)N3CCCCC3)c2)cc1	-3.6	7.0	-1.6	-0.5	2.3	1.0	i	1.1	-14.3	1.3
CC(=O)Nc1ccc(-c2csc(Nc3cccc(C)n3)n2)cc1	1.4	6.3	-5.1	0.1	6.2	-0.7	i	-1.8	-1.0	-2.1
COc1cccc(/C=N/n2c(=O)[nH]c3ccccc32)c1OC	-5.4	5.9	-9.0	-6.7	1.3	-2.6	i	-4.7	-0.4	1.8
COc1ccc(NC(=O)CSCc2ccc([N+](=O)[O-])cc2)cc1OC	16.3	-3.5	-2.5	-10.9	0.3	-9.6	i	-0.2	2.7	4.6
O=C(NC(=S)Nc1ccc(O)cc1)c1ccccc1Cl	1.0	-0.8	-4.6	-1.2	-0.7	-3.4	i	2.8	-9.8	-1.9
Cc1cc(C)nc(SCC(=O)NNC(=O)c2ccccc2C)n1	-10.0	-0.8	4.8	-2.5	-0.2	1.9	i	6.2	-4.2	-0.7
Cc1ccc(C(=O)C2=C(O)C(=O)N(CCCn3ccnc3)C2c2ccc(OC(C)C)cc2)o1 (stereo not given)	1.5	-6.4	-4.4	-5.7	-5.6	-8.0	i	-2.6	7.1	4.9
CCC(C)[C@H](NC(=O)[C@@H]1CSC2c3ccccc3C(=O)N21)C(=O)N1CCCCC1 (stereo not given in full)	23.6	7.2	1.6	-1.7	-0.8	-6.9	i	-4.5	-3.3	-3.2
CC(C)Oc1ccc(S(=O)(=O)N2CCOCC2)cc1NC(=O)CC1CCCC1	0.9	12.9	-1.7	1.6	0.3	-10.4	i	-2.4	-2.8	2.1
O=C(Nc1ccccc1)c1ccccc1OCc1ccc(F)cc1	8.7	11.0	3.6	0.9	0.0	-7.3	i	-0.4	-8.3	-0.7
O=C(O)c1ccc(CSc2nc(-c3ccccc3)cc(C(F)(F)F)n2)cc1	-8.7	-11.8	0.1	7.8	0.1	-9.8	i	0.1	8.0	2.4
COc1ccc(CCCNC(=O)C2(C)Cc3c(-c4cccc(C(N)=O)c4)ccnc3O2)cc1 (stereo not given)	9.5	-1.4	-0.7	-1.6	-1.6	/	i	-0.5	-0.9	-2.1
CCC(=O)NCCc1nc2cc(NC(=O)c3cccs3)ccc2n1C	18.5	-6.6	-0.7	1.2	-3.5	-5.2	i	4.4	-3.8	1.8
COc1ccc(N2C(=O)C(Cl)=C(Nc3c(C)n(C)n(-c4ccccc4)c3=O)C2=O)cc1	9.0	-9.8	-6.3	-23.4	-1.3	-0.1	i	3.6	8.4	-2.3
O=C(CCl)Nc1nc(-c2ccco2)c(-c2ccco2)s1	12.1	-23.3	38.5	21.7	2.5	-7.1	i	1.8	6.5	-3.2
CCCc1cc(=O)[nH]c(SCc2ccccc2Cl)n1	25.1	9.8	3.7	4.4	-0.6	0.4	i	3.0	-2.8	2.5
Cc1nn(C(C)C)c(C)c1CN1CCCC(CCC(=O)NCc2ccccc2F)C1 (stereo not given)	-0.2	12.9	0.2	-5.0	1.5	-0.5	i	4.9	-7.8	-0.4
O=C(Nc1ccc(F)cc1F)c1csc(-c2ccccc2)n1	18.6	-0.1	2.3	1.4	2.1	-4.1	i	1.2	-2.0	0.6
C=CCCC(=O)N1C[C@@H](CO)[C@@H](NC)C[C@H]1c1ccccc1Br	-7.5	0.4	5.3	2.5	0.6	/	i	1.1	-1.6	-2.1
Cc1cc(C)cc(NC(=O)CCNC(=O)c2ccc([N+](=O)[O-])cc2)c1	8.1	8.7	0.9	-34.4	0.8	-4.5	i	2.5	-2.9	0.7
COc1cc(/C=C(\C#N)C(=O)Nc2ccccn2)ccc1O	7.3	-37.6	2.7	-29.2	-0.9	-5.5	i	-9.7	-1.8	0.2
Cc1cccc(/C=C2\Sc3ccc(C(=O)NCC4CCCO4)cc3N(C)C2=O)c1 (stereo not given)	-4.7	-5.8	-1.7	-16.0	0.6	8.8	i	-3.8	-17.3	0.5
C[C@H](CO)N1C[C@H](C)[C@@H](CN(C)C(=O)Nc2ccc3c(c2)OCO3)Oc2ccc(NC(=O)Cn3cnnn3)cc2C1=O	3.3	-17.4	1.0	1.1	-2.1	-1.3	i	-2.2	-0.7	-2.4
Cc1ccccc1NC(=O)C1CCCN(c2ncnc3onc(-c4ccc(F)cc4)c23)C1 (stereo not given)	7.1	4.5	1.7	2.0	-0.6	-9.1	i	1.1	2.5	-1.5
O=C(O)c1ccc(-c2nc(-c3ccccc3)c(-c3ccccc3)[nH]2)cc1	4.1	-8.7	2.9	16.8	0.6	7.0	i	6.8	10.6	-0.1
SMILES	SKN-1 inh	NRP1-CendR mod	DNMT1 block	SUMO1 PPI mod	LMPTP block	Scp-1 inhibitor	Rpn11 inh	MT1-MMP act inh	NadD inh	STEP inh
O=C(Nc1ccc(C(=O)N2CCOCC2)cc1)c1ccccc1Cl	2.5	-4.1	0.5	4.1	-1.4	/	i	2.6	-0.9	-1.3
Cc1c(C)c2c(OCC(=O)NCCCO)cc3c(c2oc1=O)CCC(C)(C)O3	3.4	14.4	2.2	-4.9	-0.8	-6.0	i	4.1	-1.1	-0.5
C/C(=N\NC(=O)c1nnn(-c2nonc2N)c1COc1ccc(F)cc1)c1ccc(Cl)cc1	-5.6	-10.2	21.6	-2.8	-1.9	-3.8	i	1.5	18.1	-0.2
COc1ccc(NC(=O)CSc2nnc(C3CCCCC3)n2-c2ccccc2)cc1	16.6	0.3	-1.6	1.4	-0.4	2.8	i	-7.3	-3.9	-4.0
Fc1cccc(NCc2cn3ccccc3n2)c1	-3.5	2.8	-0.9	3.9	0.5	1.6	i	3.3	1.6	-0.9
COC(=O)c1ccccc1NC(=S)NC(C)=O	12.3	-6.3	17.5	1.9	-0.5	1.7	i	-3.1	0.9	-1.9
COC(=O)c1sccc1NC(=O)c1cccc(Cl)c1	0.6	11.9	0.8	1.0	3.0	-12.8	i	-0.5	-8.5	1.2
COc1ccccc1C(=O)NCC[N+](C)(C)C	-7.6	0.2	/	-4.3	-6.1	/	/	0.6	11.1	/
COC(CNc1ncnc2sc(-c3ccccc3)cc12)OC	6.9	-7.3	-9.8	-18.6	0.6	-10.0	i	-0.8	-4.8	0.6
COc1ccccc1N1CCN(C2CCN(S(=O)(=O)c3ccc(C)cc3)CC2)CC1	-1.3	1.7	1.4	0.5	0.7	3.5	i	/	-3.3	-2.5
O=C(NCC1CCCO1)c1cc(C(=O)C2CCCCC2)c[nH]1 (stereo not given)	-8.3	6.7	5.4	-1.7	-0.5	-2.3	i	4.5	-3.5	-0.9
COc1ccc(CC2(CO)CCN(C(C)Cc3ccc(Cl)cc3)CC2)cc1 (stereo not given)	9.7	4.1	-2.6	3.5	2.5	3.2	i	0.9	0.2	2.3
Cc1ccccc1Nc1nnc(SCC(=O)Nc2ccccc2[N+](=O)[O-])s1	6.0	-17.4	-11.1	-18.7	1.4	-1.0	i	5.5	3.8	-0.5
CCCCn1c(S(=O)(=O)O)nc2ccccc21	-4.5	13.0	2.3	0.1	-1.6	3.2	i	3.2	-3.2	-0.7
CC1CCC(N2CCN(c3ncccn3)CC2)C1 (stereo not given)	18.8	-19.0	2.7	-4.6	-4.8	3.8	i	10.2	-6.5	-0.4
CCc1ccc(OCC(=O)Nc2ccncc2)cc1	13.5	5.1	2.4	1.0	-1.7	-6.5	i	2.5	-3.4	-3.6
C[C@H]1CN(S(=O)C(C)(C)C)[C@@H](CCO)/C1=C\c1ccccc1 (stereo not given in full)	6.8	6.0	4.0	1.6	-1.6	-0.1	i	1.9	4.1	-2.4
O=C(C[n+]1ccc2ccccc2c1)c1cccc2ccccc12	6.2	-6.6	-3.5	-20.8	1.9	3.0	i	-1.6	1.3	-1.4
O=C(Nc1ccc(F)c([N+](=O)[O-])c1)c1cccs1	21.8	-1.3	-3.1	-20.7	1.3	-3.4	i	0.3	1.2	2.4
Cc1cccc2cc(CN(CC3CCCO3)C(c3nnnn3Cc3ccco3)C(C)C)c(=O)[nH]c12 (stereo not given)	1.7	-10.1	-2.6	3.4	0.5	1.1	i	-16.6	0.3	1.5
O=c1oc(CCCO)cc2ccc(Br)cc12	-4.4	4.4	8.2	3.6	-1.3	15.4	i	1.1	-0.1	3.5
S=C(NC1CCCCC1)NN1CCCCCC1	12.8	20.5	3.0	-2.1	-1.0	0.0	i	-0.8	0.9	-1.6
O=C1N(C2CCCC2)C[C@@H]2C[C@@H](c3cn[nH]c3-c3ccc(Cl)cc3)N3CCC[C@@]123	4.9	0.9	-2.4	-2.0	-0.6	-5.0	i	-6.6	4.7	-0.3
CSc1ccc(-c2sc(Nc3ccccc3)n[n+]2-c2ccccc2)cc1	13.3	4.4	42.7	-41.0	6.1	7.2	i	-1.2	12.0	2.2
Cc1cc(C)c(S(=O)(=O)NNC(=O)C2CCN(Cc3ccccc3)CC2)c(C)c1	0.8	9.5	-2.0	1.1	0.5	1.9	i	2.4	-7.2	0.8

Results in LMPTP block (3 entries from above):
SMILES	LMPTP block
O=C(C[n+]1ccc2ccccc2c1)c1cccc2ccccc12	1.9
O=C(Nc1ccc(F)c([N+](=O)[O-])c1)c1cccs1	1.3
Cc1cccc2cc(CN(CC3CCCO3)C(c3nnnn3Cc3ccco3)C(C)C)c(=O)[nH]c12 (stereo not given)	0.5

From PubChem BioAssay
